Source: PubChem (several laboratories)
Wnt act: Wnt/beta-catenin pathway activators, primary screen, cell-based, plate reader, single point. Wnt/beta-catenin reporter cell assay, activator. activation, % at 9.35 µM. 300,000 compounds, 1.2% hits. AID 743398, 2014; in the data active = activation above about 30%, passing the limit was not always enough; inconclusive = no clear call, values can overlap the other calls;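 also: 0% = neutral control wells and 100% = positive control wells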
MITF TRPM1 HTS: activators of MITF-driven TRPM1 promoter reporter, primary screen, cell-based, SK-MEL-5, luciferase, single point | SK-MEL-5 TRPM1-promoter luciferase, 24 h; % of positive control, neutral wells = 0 | activation, % at 12.5 µM | 300,000 compounds, 0.75% hits;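 active = mean activation of at least 80% with every replicate also reaching 80%; inconclusive = mean reaches 80% but some replicate falls short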;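 also: 0% = neutral control wells and 100% = parthenolide positive control wells; values of inactives mirror those of a sister screen read the other way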
V-ATPase pH: regulators of yeast V-ATPase proton pumping, primary screen, pHLuorin cytosolic pH fluorescence; S. cerevisiae; response, % at 10 µM; 350,000 compounds, 0.37% hits; in the data active = response mostly above about 7.3%, no sharp cut-off; inactive = mostly below about 5.4%; also: actives read high; inactives centre near 0; some compounds called inactive have numbers as strong as hits
CAL PDZ FP-1: CAL PDZ peptide-binding inhibitors, primary screen, biochemical, fluorescence polarization, Cer-tagged CAL PDZ, HTS | purified CAL PDZ, TMR-peptide fluorescence polarization, 1 h | Golgi-associated PDZ and coiled-coil motif-containing protein (Homo sapiens), Q9HD26 | inhibition, % at 20 µM | 330,000 compounds, 0.02% hits | AID 504414, 2011;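 active = highest replicate inhibition of at least 40%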;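 also: plate controls were DMSO neutral control wells for no effect and unlabeled competitor peptide control wells for full effect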
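material = purified tagged CAL PDZ domain construct (CerCALP) | buffer or medium = sodium phosphate/NaCl buffer pH 7.4 with TCEP, IgG, Thesit | reagent = TMR-labelled reporter peptide T*-PRC34 bound in PDZ groove | incubation = 1 h room-temperature incubation prior to read | measured by = fluorescence polarization (mP) | evaluation = percent inhibition from loss of millipolarization | control set = unlabelled peptide and DMSO controls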
CAL PDZ FP-2: untagged CAL PDZ binding inhibitors, primary screen, biochemical, fluorescence polarization, HTS; purified CAL PDZ, TMR-peptide fluorescence polarization, 1 h; inhibition, % at 24.9 µM; 300,000 compounds, 0.92% hits; AID 602252, 2012;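 active = mean inhibition of at least 30% with at least half of replicates also reaching 30%; inconclusive = no clear call, values can overlap the other calls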;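 also: 0% = DMSO neutral control and 100% = excess unlabeled competitor peptide PRC23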
dFosB act: activators of delta FosB homodimer, primary screen, biochemical, fluorescence polarization, TAMRA-CDK5 oligo, single point; AID 493131, 2011; 340,000 compounds, 0.99% hits; purified delta FosB; percent of positive-control signal above neutral wells; Protein FosB (Mus musculus), P13346; activation, % at 25 µM;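 active = mean activation above about 17%, with every replicate also reaching it, limit read from the data, passing the limit was not always enough; inconclusive = only one of the two conditions met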;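 also: fluorescence polarization rise as delta FosB binds a TAMRA Cdk5 AP-1 oligo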
Rtt109 Vps75: inhibitors of C. albicans Rtt109/Vps75 HAT, primary screen, biochemical, ThioGlo CoA-SH fluorescence, plate reader; 330,000 compounds, 0.16% hits; Histone acetyltransferase RTT109 (Candida albicans (strain SC5314 / ATCC MYA-2876)), …; purified Rtt109/Vps75, 4 h; inhibition, % at 34.9 µM;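 active = inhibition of at least 50% in every replicate; inconclusive = best replicate reaches 50% inhibition but some replicates fall short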
Target sequence (Q5AAJ8 whole entry, looked up): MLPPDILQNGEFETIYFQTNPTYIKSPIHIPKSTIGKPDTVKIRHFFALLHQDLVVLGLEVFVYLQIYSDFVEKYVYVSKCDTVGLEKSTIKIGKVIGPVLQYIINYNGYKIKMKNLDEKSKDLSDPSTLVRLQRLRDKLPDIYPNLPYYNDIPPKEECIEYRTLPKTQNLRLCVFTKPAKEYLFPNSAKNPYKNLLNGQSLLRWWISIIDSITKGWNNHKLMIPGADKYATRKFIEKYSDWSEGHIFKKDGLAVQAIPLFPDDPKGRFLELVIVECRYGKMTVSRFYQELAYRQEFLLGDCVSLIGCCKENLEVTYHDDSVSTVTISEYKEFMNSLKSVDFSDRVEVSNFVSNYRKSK
RTF Ca sens act: cardiac RTF calcium sensitivity activators, primary screen, biochemical, IANBD-TnC fluorescence, EC20 calcium; IANBD-labeled TnC RTF fluorescence at EC20 calcium; 0% EC20 calcium, 100% full calcium; activation, % at 7.2 µM; 340,000 compounds, 0.24% hits;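 active = activation above the mean over all tested compounds plus 3 SD, cut at about 30% in these data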;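 also: rise in fluorescence read as greater calcium sensitivity of cardiac thin filaments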
CDK5 p35 inh: inhibitors of human CDK5/p35 kinase, primary screen, biochemical, single concentration | Recombinant CDK5/p35, ADP-Glo luminescence, 60 min | 330,000 compounds, 0.01% hits | inhibition, % at 10 µM;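 active = highest replicate inhibition of at least 50% and at least 75% of replicates reaching 50%; inconclusive = only one of the two criteria met; inactive = both criteria failed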;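 also: plate controls were DMSO neutral control for no effect and GW8510 at 10 µM for full effect; many of its hits are not listed in these tables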
Target sequence (Q00535 whole entry, looked up): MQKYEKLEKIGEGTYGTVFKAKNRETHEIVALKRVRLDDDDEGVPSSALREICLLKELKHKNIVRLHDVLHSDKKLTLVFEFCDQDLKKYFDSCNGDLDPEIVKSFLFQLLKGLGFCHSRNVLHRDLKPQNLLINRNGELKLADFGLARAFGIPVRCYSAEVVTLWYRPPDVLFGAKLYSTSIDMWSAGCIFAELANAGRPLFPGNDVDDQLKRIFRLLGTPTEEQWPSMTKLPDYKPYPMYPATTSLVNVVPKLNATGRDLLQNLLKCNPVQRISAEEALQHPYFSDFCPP
Target sequence (Q15078 whole entry, looked up): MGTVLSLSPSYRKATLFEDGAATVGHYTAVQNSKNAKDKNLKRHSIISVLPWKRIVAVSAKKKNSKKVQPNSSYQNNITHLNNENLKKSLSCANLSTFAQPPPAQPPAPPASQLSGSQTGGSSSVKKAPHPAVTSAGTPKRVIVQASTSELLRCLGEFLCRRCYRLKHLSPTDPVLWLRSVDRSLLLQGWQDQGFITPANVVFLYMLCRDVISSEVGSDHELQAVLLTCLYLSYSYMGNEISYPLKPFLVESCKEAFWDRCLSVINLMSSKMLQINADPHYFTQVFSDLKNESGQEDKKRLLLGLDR
Tat transport: E. coli Tat export inhibitors, primary screen, MC4100, TorA-mCherry reporter, fluorescence, single point | inhibition, % at 10 µM | 340,000 compounds, 0.036% hits | AID 488895, 2010;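 active = mean replicate inhibition at least 50% and at least half of replicates individually reaching 50%; inconclusive = only one of the two criteria met; inactive = neither criterion met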;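 also: exported cargo escapes ClpAP degradation while cytoplasmic cargo is degraded and loses fluorescence; 0% = median of neutral control wells and 100% = median of NaSCN control wells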
Active calls of the source: *; i = inactive; u = inconclusive; x = not tested or not shown. A portion of the library; rates above refer to the full screens.

1. COC(=O)C1=C(c2cc3ccccc3s2)C[C@@H]2CC[C@H]1N2C(=O)N1CCC(O)CC1
2. CC[N+](C)(CC)CCCCOc1ccc2c(c1)C(=O)c1cc(OCCCC[N+](C)(CC)CC)ccc1-2
3. CC(=O)OC1CCC2(/C=N/O)C(=CCC3C4CCC(=O)C4(C)CCC32)C1 (centres undefined)
4. CN(CC#CCN1CCCC1)C(=O)c1cccc(Cl)c1
5. COC(=O)C1=C(c2ccc(C(C)=O)cc2)C[C@@H]2CC[C@H]1N2C(=O)N1CCC(O)CC1
6. CCN1C(=O)NC(=O)/C(=C\c2cn(CC(=O)N3CCCCC3C)c3ccccc23)C1=O (centres undefined)
7. COc1ccc(CC2(CCc3ccncc3)C(=O)NC(=O)NC2=O)cc1OC
8. CSCCC(N=Cc1c(O)n(-c2ccc(Br)cc2)c(=O)[nH]c1=O)C(=O)OC(C)(C)C (centres undefined)
assay / compound	1	2	3	4	5	6	7	8
Wnt act	-3	-1	3	-1	2	x	37*	-3
MITF TRPM1 HTS	-7	x	x	0	5	-9	0	0
V-ATPase pH	0	0	3	0	-2	2	-2	-2
CAL PDZ FP-1	-1.3	0.8	-1.4	-0.2	-1.5	2.2	-3.1	-3.4
CAL PDZ FP-2	-2	x	0	0	0	-3	-5	-17
dFosB act	-8	49*	1	1	1	-1	-1	-12
Rtt109 Vps75	1	1	-1	-11	2	0	x	9
RTF Ca sens act	1	-7	-2	4	-7	-4	0	4
CDK5 p35 inh	2.6	-2.8	-1.2	0.3	-0.6	-0.6	0.4	0.4
Tat transport	-6	1	3	-3	-3	3	-6	7

Some of the entries so far, as a markdown table.
| cpd | SMILES | Wnt act | MITF TRPM1 HTS | V-ATPase pH | CAL PDZ FP-1 | CAL PDZ FP-2 | dFosB act | Rtt109 Vps75 | RTF Ca sens act | CDK5 p35 inh | Tat transport |
| --- | --- | --- | --- | --- | --- | --- | --- | --- | --- | --- | --- |
| 7 | COc1ccc(CC2(CCc3ccncc3)C(=O)NC(=O)NC2=O)cc1OC | 37* | 0 | -2 | -3.1 | -5 | -1 | x | 0 | 0.4 | -6 |
| 8 | CSCCC(N=Cc1c(O)n(-c2ccc(Br)cc2)c(=O)[nH]c1=O)C(=O)OC(C)(C)C (centres undefined) | -3 | 0 | -2 | -3.4 | -17 | -12 | 9 | 4 | 0.4 | 7 |
| 4 | CN(CC#CCN1CCCC1)C(=O)c1cccc(Cl)c1 | -1 | 0 | 0 | -0.2 | 0 | 1 | -11 | 4 | 0.3 | -3 |
| 5 | COC(=O)C1=C(c2ccc(C(C)=O)cc2)C[C@@H]2CC[C@H]1N2C(=O)N1CCC(O)CC1 | 2 | 5 | -2 | -1.5 | 0 | 1 | 2 | -7 | -0.6 | -3 |

More records
9. Cc1ccc(N2C(=O)NC(=O)/C(=C\c3cc(C)n(-c4sc5c(c4C#N)CCCC5)c3C)C2=O)cc1
10. CCOC(=O)C1(CCOc2ccccc2)CCN(Cc2ccccc2OC)CC1
11. O=[N+]([O-])c1ccc(N2CCNCC2)cc1NCc1ccco1
12. O=c1[nH]c(=S)[nH]c(O)c1/C=N/N1CCOCC1
13. CC(=O)c1ccc(OC(=O)N(C)c2ccccc2)cc1
14. CCN1CCN(C(=O)COc2ccc3oc4c(c3c2)CCCC4)CC1
15. CCN1/C(=C\C=C\C2=[N+](CC)c3ccccc3C2(C)C)C(C)(C)c2ccccc21
16. CCn1ccnc1CN1CCCC(C(=O)c2ccc(SC)cc2)C1 (centres undefined)
assay / compound	9	10	11	12	13	14	15	16
Wnt act	19	-4	-3	3	27	0	x	-4
MITF TRPM1 HTS	0	-9	-4	x	36	6	-102	-15
V-ATPase pH	1	-2	2	-1	x	-2	5	0
CAL PDZ FP-1	-1.9	-0.4	0.7	-0.7	-2.0	0.1	-42	-1.2
CAL PDZ FP-2	-5	x	-3	x	-2	x	-68	-5
dFosB act	-5	2	-5	4	-1	-2	52*	-3
Rtt109 Vps75	5	9	5	-8	x	0	-4	7
RTF Ca sens act	-2	6	3	2	-5	-4	895*	-4
CDK5 p35 inh	1.7	0.3	-0.8	-0.4	-1.2	1.3	24	-0.1
Tat transport	3	1	0	3	5	-10	i	-2

17. O=C1NC(=O)C(=Cc2ccccc2OCCOc2ccc([N+](=O)[O-])cc2)C(=O)N1
18. Cc1ccccc1N1C(=O)NC(=O)/C(=C/c2ccc(N3CCOCC3)o2)C1=O
19. O=C1Nc2ccccc2Sc2ccccc21
20. O=P(C(c1c[nH]c2ccccc12)N1CCOCC1)(N1CCOCC1)N1CCOCC1 (centres undefined)
21. Cn1c(O)c(/C=C/C=Nc2ccccc2)c(=O)n(C)c1=S
22. C=CCN1C(=O)NC(=O)/C(=C/c2cccn2C)C1=O
23. COc1ccc(C(=O)C2CCCN(Cc3ccccn3)C2)c(OC)c1 (centres undefined)
24. CCOC(=O)Cn1cc(C(=O)c2ccccc2)c2ccccc21
assay / compound	17	18	19	20	21	22	23	24
Wnt act	x	1	-1	-5	7	x	-6	0
MITF TRPM1 HTS	6	x	-8	0	1	-1	-6	-3
V-ATPase pH	1	-3	3	-2	0	1	-2	0
CAL PDZ FP-1	0.0	-0.6	-0.6	-0.5	0.7	1.0	-2.2	-7.2
CAL PDZ FP-2	-2	x	-6	-4	-1	-3	-1	0
dFosB act	-9	-2	-10	-4	u	-4	-3	-19
Rtt109 Vps75	12	-2	x	-8	-16	-3	x	-2
RTF Ca sens act	x	51*	0	0	29	3	0	-6
CDK5 p35 inh	-2.2	-5.7	-0.5	-0.4	0.8	-0.4	1.4	0.6
Tat transport	13	-3	-3	-4	-16	4	-8	13

25. Cc1ccc(/C=C2\C(=O)NC(=O)N(CCc3ccc(F)cc3)C2=O)s1
26. Cc1cc(C)cc(NC(=S)NC2CC3CCCC(C2)N3Cc2cccs2)c1 (centres undefined)
27. CC(C)N(Cc1ccco1)/N=C/c1c(O)n(Cc2ccccc2)c(=O)[nH]c1=O
28. COC(=O)C1=C(c2cccc(NC(C)=O)c2)C[C@@H]2CC[C@H]1N2C
29. CN(C)C(Cc1ccccc1)C(=O)c1ccccc1 (centres undefined)
30. COc1ccccc1-n1c(-c2ccccc2Cl)nc2ccccc2c1=O
31. O=C1C2CCCC1C(N1CCCC1)CC2 (centres undefined)
32. CCCN1CCO[C@@H]2c3cc(O)ccc3OC[C@H]21
assay / compound	25	26	27	28	29	30	31	32
Wnt act	2	-2	1	-3	4	0	2	-1
MITF TRPM1 HTS	-8	2	-10	13	10	-5	4	3
V-ATPase pH	0	1	0	1	0	1	-1	-2
CAL PDZ FP-1	-1.1	-4.3	0.5	1.3	0.9	x	-0.9	0.3
CAL PDZ FP-2	5	-2	-8	-1	-5	-5	-5	1
dFosB act	-7	-1	-3	-3	-1	-15	-5	3
Rtt109 Vps75	-4	u	-5	0	6	2	1	1
RTF Ca sens act	1	-11	-3	-1	-4	3	-3	4
CDK5 p35 inh	0.2	0.0	0.1	0.6	0.0	-1.4	1.4	-0.3
Tat transport	-12	-7	-6	-6	-5	-6	5	10

33. CN(C(=O)Oc1ccc(C(=O)c2ccc(Cl)cc2)cc1)c1ccccc1
34. COc1ccc(OCC(=O)N2CCN(Cc3c[nH]c4ccccc34)CC2)cc1
35. O=C(Cc1ccccc1)Oc1cccc(N2C(=O)CCC2=O)c1
36. Cc1cc(OCC(=O)NCc2ccc(S(N)(=O)=O)cc2)c2c3c(c(=O)oc2c1)CCC3
37. COC(=O)C1=C(c2cc3ccccc3s2)C[C@@H]2CC[C@H]1N2C(=O)NCCS(C)=O (some centres undefined)
38. CN1C(=O)C(=Cc2ccccc2OCc2ccc(C(=O)O)cc2)C(=O)N(C)C1=O
39. O=C(Cc1ccccc1)N1CCN(Cc2ccc(F)cc2)CC1
40. CCCCCCn1c(O)c(/C=N/N2CCCCCC2)c(=O)[nH]c1=O
assay / compound	33	34	35	36	37	38	39	40
Wnt act	x	x	x	1	0	0	5	-2
MITF TRPM1 HTS	10	1	2	8	4	14	x	x
V-ATPase pH	2	4	-5	1	0	-4	0	1
CAL PDZ FP-1	0.4	-0.4	0.3	-3.3	0.6	-0.2	0.0	0.0
CAL PDZ FP-2	-1	-3	-3	4	-3	6	-3	-5
dFosB act	-14	3	1	0	-4	2	-4	0
Rtt109 Vps75	0	4	-13	14	5	2	2	2
RTF Ca sens act	1	6	4	-1	5	0	4	6
CDK5 p35 inh	1.2	-0.8	-0.3	-0.9	-0.9	-2.3	0.6	-0.4
Tat transport	8	6	0	-7	7	-3	-2	6

41. Cc1nn(-c2ccccc2)c(Cl)c1C1C(C#N)=C(N)Oc2c1c(=O)oc1ccccc21 (centres undefined)
42. CCC(=O)N1c2ccc(S(=O)(=O)CCC(=O)N3CCC4(CC3)OCCO4)cc2CC1C (centres undefined)
43. CCOc1cccc(=NC2CCCCC2)c2c(C)[nH]c(C)c12
44. COc1ccc(C2CC(c3c(O)n(CCc4ccccc4)c(=O)[nH]c3=O)=NN2)cc1OC (centres undefined)
45. COC(=O)C1=C(c2ccc(F)cc2OCc2ccccc2)C[C@@H]2CC[C@H]1N2C(=O)NC1CCCCC1
46. CC(C)Oc1cc(-n2c(=S)[nH]c3ccccc3c2=O)c(Cl)cc1Cl
47. CN1CCC(O)(c2cccs2)C(C(=O)c2cccs2)C1 (centres undefined)
48. O=c1cc(C(F)(F)F)c2cc3c4c(c2o1)CCCN4CCC3
49. CCn1cc(C(=O)c2cccs2)c2ccccc21
50. COc1ccc(OC)c([C@@H](O)[C@H](C)NC(C)(C)C)c1
assay / compound	41	42	43	44	45	46	47	48	49	50
Wnt act	-1	x	1	-2	-4	x	-1	x	x	-1
MITF TRPM1 HTS	x	-5	x	-8	-6	-2	x	-2	-4	-8
V-ATPase pH	-4	7	1	-3	1	1	1	-1	3	3
CAL PDZ FP-1	-2.2	-3.2	1.3	-1.3	-0.1	1.6	-0.5	0.3	-3.1	0.1
CAL PDZ FP-2	-2	0	x	4	-1	-4	1	0	x	-3
dFosB act	-5	-10	3	-5	-6	9	-9	-5	-2	3
Rtt109 Vps75	10	-1	-10	3	-2	2	4	-5	5	-4
RTF Ca sens act	3	5	7	-3	1	-6	0	545*	9	-5
CDK5 p35 inh	0.6	-0.8	-1.8	-0.1	0.4	-0.1	-0.3	0.5	-0.7	0.2
Tat transport	5	5	-5	2	-10	4	-10	4	-1	-10
